NALP1 inh = blocks the NALP1 inflammasome reconstituted in yeast. S. cerevisiae NALP1/ASC/caspase-1 growth, X-gal OD620, 72 h. inhibition, % at 10 µM. 280,000 tested, 0.61% active. AID 2071; in the data active means inhibition mostly above about 24%, no sharp cut-off; inactive means mostly below about 32%; further: some compounds called inactive have numbers as strong as hits
IMP-1 inh = inhibitors of Pseudomonas aeruginosa IMP-1 metallo-beta-lactamase; purified IMP-1, nitrocefin hydrolysis, epi-absorbance fluorescence; inhibition, % at 5.6 µM; 290,000 tested, 0.45% active; AID 1556;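 active means inhibition above the mean plus 3 SD of all compounds in the same screening run, cut at about 4.5% in these data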;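 further: 0% = IMP-1 with DMSO and 100% = DMSO wells lacking enzyme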
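System – purified recombinant IMP-1 beta-lactamase · Input – IMP-1 dispensed at 0.2 nM · Timing – 15 min preincubation plus 25 min reaction at 25 °C · Signal – Epi-absorbance fluorescence, 480 nm excitation, 530 nm emission · Measure – percent IMP-1 inhibition derived from blank-referenced optical density · Controls – Enzyme-plus-DMSO low control, enzyme-free DMSO high control · Replication – singlicate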
IDE act = boosts human insulin-degrading enzyme activity in HEK cells | FAbeta-B cleavage, fluorescence polarization; 0% vehicle, 100% cell-free pure enzyme wells | activation, % at 5.96 µM | 340,000 tested, 0.073% active | AID 493087 | P14735;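 active means activation above the mean of all tested compounds plus 3 SD, set per screening campaign, cut at about 17% in these data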
GPR7 antag = antagonists of human GPR7 (neuropeptides B/W receptor 1) | P48145 | 290,000 tested, 1.1% active | GPR7-expressing cells, fluorescence antagonist assay | inhibition, % at 4.4 µM | AID 1861; in the data active means inhibition above about 16%, passing the limit was not always enough;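 further: cells stimulated with the agonist NPW; 0% = agonist with vehicle and 100% = vehicle without agonist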
Target sequence (P48145 whole entry, looked up): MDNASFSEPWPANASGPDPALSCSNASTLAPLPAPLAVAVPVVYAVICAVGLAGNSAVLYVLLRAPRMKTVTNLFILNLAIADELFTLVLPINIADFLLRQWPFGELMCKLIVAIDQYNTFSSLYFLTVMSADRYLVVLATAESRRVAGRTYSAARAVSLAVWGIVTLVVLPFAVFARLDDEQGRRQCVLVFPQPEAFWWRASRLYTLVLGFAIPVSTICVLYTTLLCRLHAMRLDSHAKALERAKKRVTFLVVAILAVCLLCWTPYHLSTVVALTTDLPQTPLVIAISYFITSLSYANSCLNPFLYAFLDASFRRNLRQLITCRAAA
PHOSPHO1 inh = PHOSPHO1 (human) inhibition; Q8TCT1; recombinant PHOSPHO1, absorbance phosphatase assay; inhibition, % at 13.3 µM; 290,000 tested, 1.1% active; AID 1565; in the data active means inhibition above about 60%
Target sequence (Q8TCT1 whole entry, looked up): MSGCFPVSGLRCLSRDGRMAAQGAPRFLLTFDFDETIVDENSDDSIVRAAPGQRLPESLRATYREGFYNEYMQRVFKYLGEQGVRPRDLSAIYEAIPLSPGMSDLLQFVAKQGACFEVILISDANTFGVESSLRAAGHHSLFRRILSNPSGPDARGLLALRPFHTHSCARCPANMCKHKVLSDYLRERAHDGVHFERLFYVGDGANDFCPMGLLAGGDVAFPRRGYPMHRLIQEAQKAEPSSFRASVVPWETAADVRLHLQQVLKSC
VIM-2 inhibitor = inhibitors of Pseudomonas aeruginosa VIM-2 metallo-beta-lactamase. 290,000 tested, 0.89% active. inhibition, % at 5.6 µM. purified VIM-2, nitrocefin hydrolysis, epi-absorbance fluorescence;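 active means inhibition above the mean of all tested compounds plus 3 SD, cutoff set per screening run, cut at about 7.5% in these data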;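 further: red hydrolysis product quenches plate fluorescence so inhibitors raise well fluorescence; 0% = enzyme with DMSO and 100% = DMSO without enzyme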
IDE inh = inhibitors of human insulin-degrading enzyme in cells; P14735; HEK cells, FAbetaB cleavage, fluorescence polarization; inhibition, % at 5.59 µM; 320,000 tested, 0.41% active;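 active means percent inhibition above the average of all tested compounds plus 3 SD, set per screening campaign, cut at about 16% in these data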;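 further: IDE supplied by intact live HEK cells; FP after avidin binding of uncleaved biotin substrate so inhibition keeps polarization high; 0% = DMSO wells and 100% = 60 µM reference IDE inhibitor Ii1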
M18AAP inhibitor = blocks P. falciparum M18 aspartyl aminopeptidase; inhibition, % at 7.35 µM; 290,000 tested, 1.2% active; recombinant PfM18AAP, H-Glu-NHMec fluorogenic cleavage;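 active means inhibition above the campaign mean inhibition over all tested compounds plus 3 SD, cut at about 28% in these data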;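 further: 0% = plate median of test compound wells and 100% = 2 mM ZnCl2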
pCIP destab = compounds decreasing mouse p/CIP protein stability; 290,000 tested, 0.01% active; Q05BA5; F442A p/CIP-EGFP cells, EGFP fluorescence, 16 h; decrease of EGFP signal, % at 10 µM; AID 1984;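 active means EGFP signal decrease of at least 30% at 10 µM or well 3 SD below plate mean, unless failing retest; inactive means the rest, including hits failing retest or dose response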; further: some compounds called inactive have numbers as strong as hits; many of its hits are not listed in these tables
Numbers without * were called inactive; . = no result given.

SMILES | NALP1 inh | IMP-1 inh | IDE act | GPR7 antag | PHOSPHO1 inh | VIM-2 inhibitor | IDE inh | M18AAP inhibitor | pCIP destab
CCCN1C(=O)C2(SC(NC(C)=O)=NN2C(C)=O)c2cc(C)cc(C)c21 (configuration not stated) | 15.4 | -0.7 | 0.4 | 4.5 | 50.3 | -0.8 | 6.5 | -12.4 | -40.1
Cc1c(NC(=O)C(C)OC(=O)C23CC4CC(CC(Br)(C4)C2)C3)c(=O)n(-c2ccccc2)n1C (configuration not stated) | 7.4 | -3.6 | -2.2 | -1.9 | 8.8 | -3.0 | 0.2 | -5.0 | 8.6
COC(=O)CCCC(=O)N1CCCC(C(=O)c2ccc(-c3ccccc3)cc2)C1 (configuration not stated) | 8.6 | -2.9 | -5.0 | -15.0 | 39.1 | -2.3 | 4.3 | 0.5 | -0.3
O=C(Nc1ccccc1F)c1ccccc1-c1ccccc1 | 27.1 | -2.2 | 1.8 | -12.7 | -8.9 | -0.1 | 0.8 | -2.7 | 0.0
CC1(C)CC(=O)NC=C(c2ccccc2)C1 | 26.0 | -3.0 | -5.5 | -8.3 | 2.6 | 1.2 | -1.8 | -2.9 | -6.9
COc1ccc(C(c2nnnn2CC2CCCO2)N2CCN(c3ccc(F)cc3)CC2)cc1 (configuration not stated) | 14.5 | 1.3 | 2.1 | 4.8 | -3.7 | 0.4 | -1.4 | 3.4 | -9.8
COc1ccc2cc(/C(C)=N/NC(=S)Nc3cc(S(=O)(=O)N4CCOCC4)ccc3N3CCOCC3)ccc2c1 | 9.8 | -3.2 | . | -2.9 | -99.2 | -3.4 | 4.4 | 29.7* | -14.7
CCC(=O)N1c2ccc(S(=O)(=O)NC3CCCCC3)cc2CC1C (configuration not stated) | 20.7 | -3.3 | -7.0 | 2.4 | 17.1 | 1.0 | 4.2 | -11.6 | -13.3
N#Cc1nc(Cc2ccccc2)oc1NCc1cccnc1 | 4.0 | -4.1 | 0.8 | -3.2 | -3.3 | -2.8 | 5.9 | 0.5 | 15.3
CCCCNC(=O)COC(=O)c1c2c(nc3ccccc13)/C(=C/c1cccs1)CC2 | -2.5 | 2.6 | -2.1 | -5.1 | -6.2 | 1.1 | 2.6 | 2.4 | -6.7
Cc1cc(C)n(C(=O)c2cccc([N+](=O)[O-])c2C)n1 | 12.7 | -2.3 | -3.0 | 0.7 | 13.9 | -0.8 | -7.6 | -11.6 | 3.2
C=CCn1c(O)c(N=O)c2cc(C)ccc21 | 13.2 | -2.4 | 5.0 | 0.2 | 36.3 | -0.7 | 1.7 | -1.5 | -9.0
Cc1ccc(-c2csc(Nc3ccccc3)[n+]2CCc2ccccc2)cc1 | 5.7 | -1.4 | 3.6 | -3.2 | 1.4 | -3.2 | -0.9 | 0.9 | -5.3
O=S(N1CCCCCC1)C12CC3CC(CC(C3)C1)C2 (configuration not stated) | 17.6 | -0.4 | 0.0 | 6.1 | -2.9 | -0.9 | -1.7 | -0.7 | -5.2
COc1ccc(S(=O)(=O)N2CCCCCC2)cc1NC(=O)Cc1ccccc1F | 12.5 | -1.3 | 6.8 | 16.0 | 28.3 | 0.7 | 10.8 | -1.2 | -0.4
Cc1cccc(C)c1NC(=O)CN(C)C(=O)c1cc([N+](=O)[O-])ccc1N1CCOCC1 | 7.7 | -2.3 | -1.3 | 3.8 | 32.2 | -2.6 | 0.5 | -9.8 | -20.3
COC(=O)c1ccc(C2C(C(=O)c3cc4ccccc4o3)=C(O)C(=O)N2c2cc(C)on2)cc1 (configuration not stated) | 3.2 | -3.8 | -0.8 | 3.6 | 12.7 | -1.6 | 2.1 | 15.0 | -28.9
O=C1CC(C(=O)N2CCc3ccccc32)CN1c1ccc(F)cc1 (configuration not stated) | 7.8 | -1.8 | 2.9 | -2.0 | 22.8 | -2.2 | -5.2 | 0.3 | -14.3
Nc1nnc(CCCCCc2nnc(N)s2)s1 | 1.5 | -1.2 | 2.1 | -13.9 | 0.3 | -1.2 | -2.2 | 1.6 | -4.5
Cn1cccc1CC(=O)N/N=C/C=C/c1ccccc1 | 32.6 | -2.0 | -0.1 | -4.5 | -18.8 | -4.1 | -7.7 | 5.3 | -4.0
COc1ccc2[nH]c(=O)c(CNc3cccc(C)c3)cc2c1 | -0.3 | -0.9 | 7.1 | 2.5 | 27.9 | -0.5 | 1.4 | 8.4 | -17.8
O=C(O)CSc1nc2ccccc2nc1Cc1ccccc1F | 17.4 | -2.6 | 3.2 | -11.1 | 1.2 | 0.6 | 3.7 | 5.1 | 15.2
Clc1ccccc1-c1nc2nc3ccccc3nc2n1-c1ccc2c(c1)OCO2 | 37.6 | -4.6 | 2.1 | -5.2 | 16.3 | -3.6 | -6.2 | 7.0 | 1.8
COc1ccc(OC)c(C(C(=O)NCc2ccco2)N(C(=O)Cn2nnc3ccccc32)C(C)C)c1 (configuration not stated) | 11.4 | -0.6 | 0.6 | -0.2 | -17.9 | -0.1 | 4.4 | 0.5 | -30.5
C(=N\n1cnnc1)/c1cccs1 | -19.8 | 0.9 | 0.1 | -4.6 | 25.2 | -0.2 | -8.1 | -3.4 | 13.9

In another format: entries from further up
Structure,NALP1 inh,IMP-1 inh,IDE act,GPR7 antag,PHOSPHO1 inh,VIM-2 inhibitor,IDE inh,M18AAP inhibitor,pCIP destab
COc1ccc(S(=O)(=O)N2CCCCCC2)cc1NC(=O)Cc1ccccc1F,12.5,-1.3,6.8,16.0,28.3,0.7,10.8,-1.2,-0.4
Nc1nnc(CCCCCc2nnc(N)s2)s1,1.5,-1.2,2.1,-13.9,0.3,-1.2,-2.2,1.6,-4.5
CCCCNC(=O)COC(=O)c1c2c(nc3ccccc13)/C(=C/c1cccs1)CC2,-2.5,2.6,-2.1,-5.1,-6.2,1.1,2.6,2.4,-6.7

The list continues.
SMILES | NALP1 inh | IMP-1 inh | IDE act | GPR7 antag | PHOSPHO1 inh | VIM-2 inhibitor | IDE inh | M18AAP inhibitor | pCIP destab
S=C(NCCN1CCOCC1)Nc1ccccc1Cl | 2.2 | -1.4 | 0.1 | 2.6 | -9.8 | 2.0 | 1.0 | 1.0 | 6.7
CCOc1ccc(N(CC(=O)NCc2ccc3c(c2)OCO3)C(=O)c2csnn2)cc1 | 6.4 | -2.2 | 1.4 | -1.2 | 22.5 | -1.4 | 0.2 | 7.5 | -3.9
CCCN(CC1CC1)c1nc(N)c(C#N)c(CC#N)c1C#N | 18.0 | -1.3 | -6.4 | -2.2 | -4.4 | 0.9 | 2.0 | -0.4 | -10.1
O=C(Nc1nc2ccccc2s1)C1CC(=O)N(c2ccccc2)C1 (configuration not stated) | 5.2 | -0.8 | 6.5 | 10.8 | 11.4 | -1.0 | 9.1 | 1.2 | 0.9
COc1ccc(OC)c(-c2csc(N(C)C(=O)c3ccco3)n2)c1 | 10.8 | -1.2 | 4.5 | -10.3 | 8.5 | -2.3 | -2.1 | 5.2 | -1.2
CNC(=O)c1cccc(NC(=O)c2ccccc2OCc2ccccc2)c1 | 9.2 | -2.1 | -1.4 | -9.0 | 23.7 | 0.6 | -2.1 | -1.4 | 3.7
CC(C)CNC(=O)CCCc1ccccc1 | 11.4 | -3.1 | -1.6 | -10.3 | 4.2 | -2.0 | 4.1 | -4.2 | -8.6
NCCNC(=O)Cn1c(=O)c2c3c(sc2n(Cc2ccccc2)c1=O)CCCC3 | -8.3 | -0.6 | 0.5 | 0.8 | 20.3 | 8.2* | -0.6 | -17.6 | -7.1
O=C(CNC(=O)c1ccc(Cl)cc1)NC(CO)c1ccccc1 (configuration not stated) | 20.2 | -1.9 | -1.3 | 14.4 | . | -1.8 | -4.0 | -0.7 | -5.0
COC(=O)C1=COC(C)C2CN3CCc4c([nH]c5ccccc45)C3CC12 (configuration not stated) | -11.6 | -1.8 | 3.8 | -7.0 | 20.7 | -1.0 | 0.2 | -1.5 | -9.4
CCCCCN1C=CC=C/C1=C\C=C(C#N)C#N | 30.7 | -3.1 | . | -7.2 | -5.5 | -1.1 | 16.1 | 5.0 | -58.8
c1ccc(CSCc2cn3ccccc3n2)cc1 | 7.4 | -4.2 | 5.7 | 1.2 | 16.8 | -4.7 | 1.6 | -2.6 | -0.7
O=S(=O)(Nc1ccc(C(F)(F)F)cn1)c1ccccc1 | -0.3 | -0.8 | -0.9 | 4.5 | -1.2 | -0.5 | -1.3 | -18.3 | -4.8
Cc1ccc(S(=O)(=O)N2CCOCC2)cc1NC(=O)COC(=O)CNC(=O)c1ccc(Oc2ccccc2)cc1 | 13.1 | -2.0 | -12.4 | -2.3 | 15.8 | 0.8 | 16.7* | -2.4 | -2.4
CCCCC(=O)N(Cc1ccc(-c2ccccc2-c2nn[nH]n2)cc1)[C@H](C(=O)O)C(C)C | -1.3 | 11.0* | . | -13.1 | 31.7 | -2.7 | -4.4 | 2.0 | -2.7
O=C(CNC(=O)c1cccc(F)c1)N/N=C/c1cccnc1 | -6.8 | -3.4 | 4.7 | -10.7 | 18.3 | -2.4 | 5.5 | 2.2 | -11.1
CSCCC(C(=O)O)N1C(=O)c2ccc(C(=O)O)cc2C1=O (configuration not stated) | 35.3 | -0.1 | 1.2 | 3.8 | 15.5 | 1.8 | -4.3 | 1.0 | -11.3
COc1cccc(NC(=O)Cc2cccs2)c1 | 1.0 | -1.3 | 1.6 | -11.4 | 10.2 | -1.5 | 1.3 | 4.2 | -3.1
O=C(Nc1cccc(NC(=O)C2CC3CCCC(C2)C3=O)n1)C1CC2CCCC(C1)C2=O (configuration not stated) | 32.1 | -3.3 | 1.8 | -7.8 | 10.6 | -1.4 | 4.8 | 4.6 | 6.9
COC(=O)c1ccc(OC)c(NS(=O)(=O)c2ccc(-n3cnnn3)cc2)c1 | 10.0 | 1.0 | 6.1 | 21.1 | 13.0 | 1.4 | 0.8 | -0.6 | -10.7
O=C1Nc2ccccc2C1=Nc1ccc(Cl)cc1 | 7.1 | -2.7 | -0.8 | -3.7 | 11.4 | -1.5 | . | -0.7 | -2.5
COc1ccc(CNC(=O)[C@@H](C)NC(=O)[C@@H]2Cc3ccccc3CN2)cc1 | 6.5 | -2.4 | 5.5 | -2.6 | -2.1 | -1.3 | 1.4 | 2.5 | 4.6
COc1ccc(C2(C)NC(=O)N(Cc3cc(Cl)cc4c3OCOC4)C2=O)cc1OC (configuration not stated) | 6.5 | -1.2 | 3.0 | -7.2 | 27.6 | -3.1 | 9.8 | -10.0 | -6.6
COc1cc(NC(=O)C/C(C)=N/NC(=O)Cc2ccccc2)c(OC)cc1Cl | . | -4.7 | 3.5 | -0.8 | 6.6 | -5.8 | -3.0 | -3.8 | -0.6
Cn1c(C(=O)N2CCN(c3cccc(C(F)(F)F)c3)CC2)cc2sccc21 | 15.6 | -3.4 | 4.6 | 0.8 | -17.0 | -4.5 | -4.9 | 6.3 | -5.4
O=C(c1cccs1)c1no[n+]([O-])c1C(=O)c1cccs1 | 26.8 | -4.8 | -3.9 | -9.0 | 32.3 | -2.7 | 1.2 | -18.2 | -11.5
O=C(O)c1cc(=O)[nH]c2ccc(S(=O)(=O)Nc3ccc(F)cc3)cc12 | 22.6 | 0.8 | -0.3 | 26.2 | . | 1.1 | 1.1 | 6.8 | 6.4
CNC(=O)CS(=O)CC(=O)Nc1cc(OCCOC)c(Cl)cc1Cl (configuration not stated) | 10.8 | -0.7 | 1.3 | -4.7 | 32.5 | 4.3 | 0.6 | 1.0 | 0.4
